Assay outcomes deposited in PubChem BioAssay by National Center for Advancing Translational Sciences (NCATS).
KAT2A inh – blocks human GCN5L2 histone acetyltransferase; Q92830; GCN5L2 HAT assay, ThioGlo1 CoA-SH fluorescence; Potency, µM (top dose mostly 58.9 µM), for the others: at the highest dose activity change, negative = inhibition, usual class: inhibitors; 390,000 tested, 0.21% active; AID 504327
Target sequence (Q92830 whole entry, looked up): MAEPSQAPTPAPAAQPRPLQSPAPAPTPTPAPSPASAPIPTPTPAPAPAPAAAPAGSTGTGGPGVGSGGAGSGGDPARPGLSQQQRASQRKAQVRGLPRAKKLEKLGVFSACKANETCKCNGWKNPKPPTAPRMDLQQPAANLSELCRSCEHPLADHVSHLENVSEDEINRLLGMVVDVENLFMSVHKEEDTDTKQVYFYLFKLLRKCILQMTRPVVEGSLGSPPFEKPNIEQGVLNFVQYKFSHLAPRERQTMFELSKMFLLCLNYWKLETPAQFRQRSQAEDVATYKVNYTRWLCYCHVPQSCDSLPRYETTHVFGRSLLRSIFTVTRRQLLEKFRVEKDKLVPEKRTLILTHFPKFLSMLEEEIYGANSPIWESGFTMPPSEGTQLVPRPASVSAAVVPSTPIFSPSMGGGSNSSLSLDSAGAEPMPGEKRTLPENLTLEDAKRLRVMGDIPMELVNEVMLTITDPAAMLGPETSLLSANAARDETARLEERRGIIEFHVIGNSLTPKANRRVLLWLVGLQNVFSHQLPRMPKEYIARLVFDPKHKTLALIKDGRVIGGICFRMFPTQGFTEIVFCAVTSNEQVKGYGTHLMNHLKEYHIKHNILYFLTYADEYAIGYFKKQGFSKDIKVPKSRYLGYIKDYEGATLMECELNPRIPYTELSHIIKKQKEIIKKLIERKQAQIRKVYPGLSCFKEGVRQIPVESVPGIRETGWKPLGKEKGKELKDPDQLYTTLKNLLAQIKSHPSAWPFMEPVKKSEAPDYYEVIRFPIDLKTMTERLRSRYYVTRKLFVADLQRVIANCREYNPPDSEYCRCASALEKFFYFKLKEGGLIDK
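Preincubate 20nM GCN5L2 with compound 15 min, RT → add 50uM ThioGlo1 + 75uM H3(1-25) + 70uM acetyl-CoA → read fluorescence 0 and 20 min. Primary qHTS; fluorescent artifacts likely.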
FEN1 inh – inhibitors of human flap endonuclease 1 | Recombinant FEN1 flap cleavage, fluorescence, 15 min | Potency, µM (series often up to 114 µM), for inactives: top-dose activity change, negative = inhibition, most hits filed as inhibitors | 390,000 tested, 0.35% active | AID 588795; also: nearly all actives have a fitted effect of over 65% in size
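Read-out was taken twice, immediately and after 15 min, following addition of 50 nM substrate to 10 nM FEN1 that had sat with test compound for 15 min at room temperature. Curves came from a four-parameter Hill model.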
N370S GC mod – inhibits or activates N370S mutant glucocerebrosidase | P04062 | N370S GC spleen homogenate, 4MU-glucoside fluorescence | Potency, µM (doses to about 59.4 µM), for the others: top-dose activity change, negative = inhibition, actives largely listed as inhibitors | 330,000 tested, 0.092% active | AID 2101;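 also: 0% = full enzyme activity and -100% = no enzyme basal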
The depositor's hits bear a star; u = inconclusive; x = not tested or not shown; & = joins results of further samples. Calls follow the shape of the dose curve; as a rule, active = well fitted curve in the direction sought with a large enough effect; inconclusive = small, poorly fitted or top-dose-only effect, or another doubt; inactive = no such curve, though single readings can be large; an effect the other way counts as inactive or inconclusive. Unless noted, % is scaled to controls: 0 for no effect and ±100 for the full control effect; potency is read from the fitted curve at half-maximal effect.

[1] CC1CC=CC2C1C(=O)N(Cc1ccccc1)C2c1ccc2ccccc2c1Br (stereo not drawn)
[2] Cc1cc(C)cc(NC(=O)c2ccc3c(c2)nnn3C2CCCC2)c1
[3] COc1ccc(/C=N/NC(=O)c2sc(C)nc2C)cc1
[4] O=C(c1ccc(Cn2c(=S)[nH]c3ccc(N4CCOCC4)cc3c2=O)cc1)N1CCC(N2CCCCC2)CC1
[5] COc1cccc(/C=N/n2c(-c3cc(C)[nH]n3)n[nH]c2=S)c1
[6] CC(=O)N1CCN(c2ccc(NC(=O)c3ccc(Cl)cc3)cc2)CC1
[7] CCN1c2ccccc2-c2nc(SCC(=O)Nc3cc(OC)cc(OC)c3)ncc2S1(=O)=O
[8] CCCCOC(=O)Oc1ccc2c(=O)c(Oc3cccc(C)c3)coc2c1
[9] Cc1cc(C)cc(NC(=O)CN(C)S(=O)(=O)c2cccc3nsnc23)c1
[10] Cc1cc(C(=O)Nc2nc(-c3ccccn3)cs2)ccc1[N+](=O)[O-]

Screen / compound no.,1,2,3,4,5,6,7,8,9,10
KAT2A inh,x,-18%,-21%,u,-5%,-2%,-3%,-2%,-2%,-5%
FEN1 inh,-16%,-13%,-6%,-8%,-6%,-17%,-4%,-13%,18%,-1%
N370S GC mod,5%,x,-1%,-15%,13%,-8%,x,8%,2%,-15%

[11] Cc1noc(C)c1COc1cccc(C(=O)NCCc2c[nH]c3ccccc23)c1
[12] O=C(NCCc1ccc(S(=O)(=O)N2CCCC2)cc1)c1cccs1
[13] CCN(c1ccc(N=Cc2c(O)n(Cc3ccc(OC)cc3)c(=O)c3ccccc23)cc1)C(C)C
[14] COCCNC(=O)Cn1cc(/C=C(\C#N)C(=O)NC2CC2)c2ccccc21
[15] COc1ccc(CCNC(=O)COC(=O)/C=C/c2cc(OC)c(OC)c(OC)c2)cc1OC
[16] Cn1c(SCc2ccc(Cl)cc2Cl)nc(C(F)(F)F)cc1=O
[17] O=C(Nc1ccc2oc(-c3ccccc3F)nc2c1)c1cncc(Br)c1
[18] O=[N+]([O-])c1cc(/C=N/Nc2nc(N3CCOCC3)nc(N3CCOCC3)n2)ccc1Cl
[19] Cc1cc(C)nc(NNC2=CC(=[N+]3CCCCC3)CC(C)(C)C2)n1
[20] COc1ccc(S(=O)(=O)N(C)CC(=O)NCCC2=CCCCC2)cc1C

Screen / compound no.,11,12,13,14,15,16,17,18,19,20
KAT2A inh,-11%,0%,-1%,-5%,-12%,23%,-11%,0%,-7%,-1%
FEN1 inh,12%,-2%,-27%,-2%,-11%,-1%,-16%,18%,0%,0%
N370S GC mod,0%,-11%,10%,-16%,-1%,-5%,3%,-1%,-1%,3%

Part of the list above in order of length of the SMILES, ascending:
[20] COc1ccc(S(=O)(=O)N(C)CC(=O)NCCC2=CCCCC2)cc1C
[11] Cc1noc(C)c1COc1cccc(C(=O)NCCc2c[nH]c3ccccc23)c1
[18] O=[N+]([O-])c1cc(/C=N/Nc2nc(N3CCOCC3)nc(N3CCOCC3)n2)ccc1Cl

Screen / compound no.,20,11,18
KAT2A inh,-1%,-11%,0%
FEN1 inh,0%,12%,18%
N370S GC mod,3%,0%,-1%

Further records:
[21] CCc1ccc(CN2CCSCC2)cc1
[22] Cc1ccc(-c2ccc(SCC(=O)N3CCCc4ccccc43)nn2)cc1
[23] CC(C)N(Cc1ccccc1)C(=O)COC(=O)c1cnc(Cl)c(Cl)c1
[24] O=C(COC(=O)c1ccccc1NCCO)Nc1cc(C(F)(F)F)ccc1N1CCOCC1
[25] O=C1C2CC=CCC2C(=O)N1c1ccc(NCCc2ccc(O)cc2)c([N+](=O)[O-])c1 (stereo not drawn)
[26] CC(=O)Nc1ccc2c(CSc3nnc(N)s3)cc(=O)oc2c1
[27] O=S(=O)(c1ccccc1)[C@@]1(c2ccccc2)C[C@@H]2ON=C(c3cccc(Br)c3)[C@@H]2C1
[28] Cc1ccc2[nH]c(=O)c(CN(Cc3ccco3)S(=O)(=O)c3c(C)ccc4nsnc34)cc2c1
[29] COc1ccc(OC)c(-c2csc(NC(=O)C3COc4ccccc4O3)n2)c1 (stereo not drawn)
[30] CC(/C=C1\SC(=S)N(NS(=O)(=O)c2ccc(C)cc2)C1=O)=C\c1ccccc1

Screen / compound no.,21,22,23,24,25,26,27,28,29,30
KAT2A inh,-2%,-10%,-4%,-9%,-15%,-2%,-10%,-11%,-11%,u
FEN1 inh,8%,x,-14%,-21%,-24%,4%,-15%,-15%,-22%,u
N370S GC mod,-21%,-2%,x,u,9%,6%,-2%,u,27%,-4%

[31] CC(=O)Nc1ccc(-c2cc(-c3ccc(NC(C)=O)cc3)nc(-c3ccc(NC(C)=O)cc3)n2)cc1
[32] CC(=O)c1ccc(N2CCN(S(=O)(=O)c3ccc4[nH]c5c(c4c3)CCCC5)CC2)cc1
[33] C#CCOCCOCCOCCNc1nc(N2CCN(C(=O)[C@H]([C@@H](C)CC)n3cc(CCCN=C(N)N)nn3)CC2)nc(N2CCN(C(=O)[C@H](C)n3cc(CCCN=C(N)N)nn3)CC2)n1
[34] O=S(=O)(NCc1ccc(Cl)cc1)c1ccc(N2CCCCS2(=O)=O)cc1
[35] O=S(=O)(Cc1cc(-c2ccccc2Cl)no1)c1ccccc1
[36] O=c1[nH][nH]cc1C=Nc1ccc(Oc2ccccc2)cc1
[37] COc1ccc(NS(=O)(=O)c2ccc3c(c2)oc(=O)n3C)cc1Cl
[38] CCCCCC(=O)N/N=C/c1ccc([N+](=O)[O-])o1
[39] O=C(c1ccc2c(c1)N(Cc1ccc(Cl)cc1)C(=O)c1ccccc1S2(=O)=O)N1CCCCC1
[40] CCc1ccccc1NC(=O)c1ccccc1N1C(=O)C2C3C=CC(C3)C2C1=O (stereo not drawn)

Screen / compound no.,31,32,33,34,35,36,37,38,39,40
KAT2A inh,-4%,-12%,-2%,0%,3%,-6%,-3%&-5%,0%,-8%,-3%
FEN1 inh,0%,-2%,-3%,15%,-3%,15%,14%&11%,-13%,10%,24%
N370S GC mod,8%,x,9%,x,19%,-4%,-11%,-21%,x,2%

Copied from the list.
compound 36 in KAT2A inh is entered as -6%
compound 31 in KAT2A inh is entered as -4%
compound 6 in FEN1 inh is entered as -17%
compound 30 in N370S GC mod is entered as -4%
compound 33 in FEN1 inh is entered as -3%
compound 27 in N370S GC mod is entered as -2%

(more compounds)
[41] CCC(C(=O)N1CCN(c2ccccc2F)CC1)n1nc(C)c2sc3ccccc3c2c1=O (stereo not drawn)
[42] CCN1CNC(=S)N(c2cccc(C)c2C)C1
[43] CN(Cc1cnn(C)c1)C(=O)C1CCC(=O)N(Cc2cccc(F)c2)C1 (stereo not drawn)
[44] COc1cc(NC(=O)c2cnc(N)s2)cc(C(=O)Nc2cccc(C(F)(F)F)c2)c1
[45] Cc1ccc(S(=O)(=O)N2CCN(C(=O)CSc3nnnn3C)CC2)c(C)c1
[46] COc1ccc(C2=NN(c3nc(-c4ccccc4)c(CC(=O)O)s3)C(c3ccco3)C2)cc1 (stereo not drawn)
[47] Cc1cccc(NC(=S)NNC(=O)c2csc3c2CCCC3)c1
[48] CCOCCCNC(=O)C1CC(=O)N(CCc2ccccc2)C1 (stereo not drawn)
[49] COc1ccc(CCNS(=O)(=O)c2ccc3c(c2)NC(=O)CCS3)cc1OC
[50] CS(=O)(=O)N1CCN(c2ccccc2NC(=O)C(c2ccccc2)c2ccccc2)CC1

Screen / compound no.,41,42,43,44,45,46,47,48,49,50
KAT2A inh,-3%,-1%,-13%,-27%,3%,u,-4%,-1%,-5%,-8%
FEN1 inh,0%,7%,19%,56µM*,4%,6%,-3%,2%,-5%,4%
N370S GC mod,x,12%,-2%,4%,7%,20%,-9%,-17%,0%,-13%

Other results:
item	Molecule	KAT2A inh	FEN1 inh	N370S GC mod
51	CCOc1ccc(N2CC(NC(=O)c3ccc(S(=O)(=O)N4CCCC4)cc3)CC2=O)cc1 (stereo not drawn)	-9%	3%	x
52	COc1ccc(C(CC(=O)O)NC(=O)Nc2ccccc2)cc1OC (stereo not drawn)	-2%	1%	-7%
53	CCNc1nc(OC)nc(SCC(N)=O)n1	x	-1%	-5%
54	N#C/C(=C\c1ccc([N+](=O)[O-])cc1)C(=O)Nc1ccccc1O	-1%	-3%	-8%
55	CC1CC(C)(C)NC(=S)N1CCC(=O)NCc1ccc(F)cc1 (stereo not drawn)	-14%	0%	1%
56	COc1ccc(C2=NCCn3nc4cc(OC)ccc4c32)cc1	-5%	-3%	-3%
57	CNc1c([N+](=O)[O-])cnn1-c1ccccc1Cl	-14%	-10%	4%
58	CCOC(=O)c1cnc2ccccc2c1Nc1ccc(C(=O)O)cc1	1%	2%	-1%
59	CCOC(=O)c1c(C)c(C(=O)NCCOC)c(C)n1CC	-4%	-6%	2%
60	COCCNC(=S)N(CCN(C)C)Cc1cc2cc3c(cc2[nH]c1=O)OCO3	-6%	-2%	u
61	CCCC(=O)CN1C(=O)C2(OCCO2)c2ccccc21	-1%	0%	2%
62	NC(=O)c1oc2ccccc2c1NC(=O)C1CCCCC1	4%	-8%	6%
63	Cc1cc(C)nc(NC(=O)c2ccc(Cl)cc2[N+](=O)[O-])c1	1%	-3%	8%
64	COc1ccc(OC)c(C(=O)CSc2nc3cccnc3n2C)c1	-6%	-7%	5%
65	O=C(CN1CCCN(Cc2cccc(F)c2)S1(=O)=O)Nc1ccc2c(c1)OCCO2	-4%	2%	x
66	CCOC(=O)C1CCCN(C(=O)c2ccc(S(=O)(=O)Nc3ccccc3OC)cc2)C1 (stereo not drawn)	-2%	-4%	x
67	Cc1ccnc(NS(=O)(=O)c2ccc(NC(=O)c3oc4ccc(F)cc4c3C)cc2)n1	-5%	-7%	-18%
68	CCOC(=O)c1cccc(NC(=O)c2ccc(NC(=O)C3CCCO3)cc2)c1 (stereo not drawn)	-2%	-13%	-4%
69	O=C(COC(=O)C(c1ccccc1)c1ccccc1)NCc1ccco1	-10%	-19%	13%
70	CCOc1ccc2[nH]c(=O)c(CN(Cc3cccs3)Cc3nnnn3C(C)(C)CC)cc2c1	-18%	-23%	6%
71	CCOc1ccc(S(=O)(=O)N2CCN(Cc3ccco3)CC2)cc1	0%	-1%	-4%
72	O=C(c1[nH]nc2c1CCc1ccccc1-2)N1CCN(Cc2ccc3c(c2)OCO3)CC1	-10%	6%	1%
73	COc1ccc(-c2cc(OC(=O)c3ccc(F)cc3)c3c(C)oc(C)c3c(=O)c2)cc1	-6%	x	-2%
74	COc1ccc(NC(=O)c2ccccc2-c2ccccc2)cc1	-8%	-1%	-20%
75	COc1ccc(C2c3c(c(C)c(C)oc3=O)Oc3c(C)c(C)oc(=O)c32)cc1	-4%	10%	x

Carrying on:
item	Molecule	KAT2A inh	FEN1 inh	N370S GC mod
76	CCNc1nc(NC(C)C)nc(Oc2ccc(OCCOc3ccc(C)cc3)nn2)n1	-7%	0%	-13%
77	C[C@@H]1NC(=O)[C@H](CCCN=C(N)N)NC(=O)c2cc([N+](=O)[O-])cc(I)c2NCCC[C@@H](C(N)=O)NC1=O	-3%	-22%	8%
78	Cc1ccc(C(OC(=O)c2ccco2)C(=O)NC2CCCC2)cc1 (stereo not drawn)	-4%	-12%	-2%
79	Cc1c(C(=O)O)oc2c1C(O)CC(C)(C)C2 (stereo not drawn)	-9%&-9%	3%&2%	2%&0%
80	O=C(C1=C(O)C(=O)N(CCN2CCOCC2)C1c1ccc([N+](=O)[O-])cc1)c1cccs1 (stereo not drawn)	-4%	-3%	-5%
81	CCc1nc(NC(=O)NS(=O)(=O)c2ccccc2C(=O)OC)nc(OC)n1	0%	-1%	4%
82	CN(C)c1ccc(C(CNC(=O)COc2ccc(Cl)cc2)N2CCCC2)cc1 (stereo not drawn)	-3%	-2%	-14%
83	N#CCCN(C(=O)CSc1nc(-c2ccccc2)cn1N)c1ccc(F)cc1	1%	6%	3%
84	O=C(Cc1ccc([N+](=O)[O-])cc1)Nc1cccc(C(=O)N2CCCC2)c1	0%	-4%	x
85	CN(Cc1ccc(Br)cc1)C(=O)CCN1C(=O)c2cccc([N+](=O)[O-])c2C1=O	1%	-1%	-19%
86	O=C(CSc1nnc(COc2ccccc2F)n1-c1ccccc1)NC1CCS(=O)(=O)C1 (stereo not drawn)	-4%	0%	5%
87	N#Cc1cccc(-c2nccc(NCc3cccs3)n2)c1	-28%	x	-14%
88	N#Cc1ccc(-c2csc(NC(=O)C3CC3)n2)cc1	-4%	-19%	-12%
89	COc1cccc(CSc2nc3ccncc3n2CC(=O)Nc2ccc(OC)c(OC)c2OC)c1	-6%	4%	x
90	CCOc1ccc2nc(NC(=O)CSCC(=O)Nc3cc(C)on3)sc2c1	-28%	1%	-3%
91	CCOc1ccc(NS(=O)(=O)c2ccc(NC(=S)NC(=O)CC(C)C)cc2)cc1	-8%	-1%	-13%
92	COc1ccc(NC(=O)c2ccccc2C)cc1	-8%	7%	-14%
93	O=C(CSc1ccccn1)NCc1ccc2c(c1)OCO2	2%	7%	-11%
94	CCOc1ncccc1C(=O)N1CCN(c2cc(Cl)ccc2C)CC1	-8%	-1%	2%
95	COc1ccc(-c2ncncc2-c2csc(C)n2)c(O)c1OC	8%	-2%	-8%

Limited to FEN1 inh, for 2 of the compounds above:
entry	canonical_smiles	FEN1 inh
56	COc1ccc(C2=NCCn3nc4cc(OC)ccc4c32)cc1	-3%
71	CCOc1ccc(S(=O)(=O)N2CCN(Cc3ccco3)CC2)cc1	-1%
